Screening data: PubChem, National Center for Advancing Translational Sciences (NCATS)
PTHR1 agonist = qHTS for PTHR1 Agonists: Primary Screen; Parathyroid hormone/parathyroid hormone-related peptide receptor (Homo sapiens), Q03431; HEK293 GP2 PTHR1 cells, GloSensor cAMP luminescence, 1 h; Potency, µM (series often up to 115 µM), inactives show at the highest dose activation, actives largely listed as activators; hit rate 0.075% among 410,000; AID 743266, 2014; further: potency means the concentration at half of the fitted maximal effect; nearly all actives have a fitted effect of over 55% in size; some results filed as inactive show a strong effect at the top dose; inactives centre near -15; many of its hits are not listed in these tables
Target sequence (Q03431 whole entry, looked up): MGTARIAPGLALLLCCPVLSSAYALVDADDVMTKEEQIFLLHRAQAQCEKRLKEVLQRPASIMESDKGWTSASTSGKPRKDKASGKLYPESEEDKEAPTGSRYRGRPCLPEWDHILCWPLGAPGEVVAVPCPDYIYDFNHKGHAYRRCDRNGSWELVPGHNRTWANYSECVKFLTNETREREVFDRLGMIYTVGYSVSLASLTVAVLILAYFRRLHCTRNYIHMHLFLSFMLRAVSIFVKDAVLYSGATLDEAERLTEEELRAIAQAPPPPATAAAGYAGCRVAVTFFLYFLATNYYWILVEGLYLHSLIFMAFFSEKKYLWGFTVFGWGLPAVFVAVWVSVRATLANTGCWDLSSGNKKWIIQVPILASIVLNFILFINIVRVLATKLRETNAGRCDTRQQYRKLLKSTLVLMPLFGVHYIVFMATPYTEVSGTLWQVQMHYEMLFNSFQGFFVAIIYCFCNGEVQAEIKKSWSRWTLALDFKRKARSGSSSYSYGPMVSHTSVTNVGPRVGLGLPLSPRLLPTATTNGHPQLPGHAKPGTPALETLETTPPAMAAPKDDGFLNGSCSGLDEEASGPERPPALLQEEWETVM
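HEK-293-derived GP2 cells expressing PTHR1 and a GloSensor cAMP reporter, 3,000/well, plated overnight, given luciferin plus IBMX (each 0.5 mM as added) for 1 h at 37 °C, then compound for 1 h at 37 °C. Luminescence was read after 15 min at room temperature.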
DRD3 agonist = qHTS of D3 Dopamine Receptor Agonist: qHTS | hit rate 0.58% among 410,000 | AID 652048, 2013 | max activation, % | D3R DiscoveRx beta-arrestin cells, luminescence, 90 min | D(3) dopamine receptor (Homo sapiens), P35462; in the data active means max activation above about 30%; further: 0% is about no effect; mostly tested at two doses, the higher about 12 µM
Target sequence (P35462 whole entry, looked up): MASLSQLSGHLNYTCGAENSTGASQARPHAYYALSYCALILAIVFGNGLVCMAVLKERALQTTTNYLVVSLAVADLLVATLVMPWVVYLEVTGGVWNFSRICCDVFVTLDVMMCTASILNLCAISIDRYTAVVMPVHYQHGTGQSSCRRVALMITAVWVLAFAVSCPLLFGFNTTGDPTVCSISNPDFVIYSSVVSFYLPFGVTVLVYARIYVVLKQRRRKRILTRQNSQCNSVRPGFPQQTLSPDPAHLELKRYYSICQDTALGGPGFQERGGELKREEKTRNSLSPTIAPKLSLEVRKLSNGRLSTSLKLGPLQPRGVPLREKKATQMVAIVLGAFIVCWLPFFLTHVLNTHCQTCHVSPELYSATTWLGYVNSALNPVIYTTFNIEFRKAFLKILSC
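Agonist-mode cell screen: cells plated at 1500/well and incubated overnight at 37 °C, then exposed to library compounds for 90 min at 37 °C. Detection reagent was added for 30–60 min at room temperature, and luminescence was read.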
Akt phos inh = HTS Assay for Inhibitors of Akt Phophorylation: Primary Screen; Neuro2A IGF-stimulated pAkt S473 HTRF, 20 min; active compounds read low; activity change, % for hits at 50 µM; AID 651550, 2012; hit rate 0.32% among 360,000; in the data active means activity change below about -80%; inconclusive means mostly about -51% to -80%; further: on the % scale 0 is the no-effect control and ±100 the full control effect
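Neuro2A cells (4,500/well, DMEM with 0.5% FBS) were treated with compound at a single 50 µM final concentration, stimulated with 6 nM IGF for 20 min at 37 °C, and lysed. Phospho-Akt Ser473 was read by HTRF as 665/615 ratio ×10^4.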
D3 antag = qHTS of D3 Dopamine Receptor Antagonist: qHTS; D(3) dopamine receptor (Homo sapiens), P35462; D3R cells, DiscoveRx beta-arrestin luminescence, antagonist mode; active compounds read low; max response, negative = inhibition, %; hit rate 2.5% among 360,000; in the data active means max response below about -50%; inconclusive means no clear call, values can overlap the other calls; further: on the % scale 0 is the no-effect control and ±100 the full control effect; mostly tested at two doses, the higher about 12 µM
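Cells expressing the human receptor were seeded at 1500 cells/well, incubated overnight at 37 degrees C in 5% CO2, then exposed to library compounds with dopamine controls for 90 minutes at 37 degrees C before luminescent detection.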
CCT chaperon mod = High-Throughput Screening for Modulators of Cytosolic Chaperonin Activity. hit rate 0.3% among 360,000. AID 651819, 2012. activity change, % (test concentration not listed), hits read low. purified chaperonin ATPase assay, HTRF ADP detection, 30 min; in the data active means activity change below about -30%; further: on the % scale 0 is the no-effect control and ±100 the full control effect
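TRiC (40 or 20 nM final, by batch activity) in 30 mM Tris pH 7.4, 100 mM KCl, 5 mM MgCl2, 1 mM DTT was treated with compound at 76 uM single dose, then 10 uM ATP, 30 min at 37 °C. ADP was read by HTRF Transcreener.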
EPAC2 antagonist = qHTS for Antagonist of cAMP-regulated guanine nucleotide exchange factor 2 (EPAC2): primary screen; EPAC2 GEF exchange of Rap1B-BODIPY-GDP, fluorescence; Potency, µM (series often up to 114 µM), without a hit: top-dose activity, negative = inhibition, hits mostly inhibitors; hit rate 0.18% among 360,000; further: potency means the concentration at half of the fitted maximal effect; on the % scale 0 is the no-effect control and ±100 the full control effect; nearly all actives have a fitted effect of over 45% in size; many of its hits are not listed in these tables
Mm-Cpn inhibitor = Inhibitors of TCP-1 ring complex (TRiC) of Methanococcus maripaludis (MmCpn): qHTS. Chaperonin Mm-Cpn (Methanococcus maripaludis). purified Mm-Cpn ATPase, ADP Transcreener TR-FRET. Potency, µM (series often up to 76.9 µM), without a hit: at the top dose activity, negative = inhibition, most hits filed as inhibitors. hit rate 0.031% among 330,000; further: potency means the concentration at half of the fitted maximal effect; on the % scale 0 is the no-effect control and ±100 the full control effect; nearly all actives have a fitted effect of over 80% in size
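ATPase turnover read by TR-FRET ADP competition (Eu cryptate antibody/ADP-d2, 665/590 nm): 10uM ATP final, 25nM Mm-CPN final, 30 min 37degC after 10-min compound preincubation, pH 7.4 Tris/KCl/MgCl2/DTT buffer.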
EPAC2 ag = qHTS for Agonist of cAMP-regulated guanine nucleotide exchange factor 4 (EPAC2): primary screen; AID 720711, 2013; hit rate 0.079% among 360,000; EPAC2 activation, biochemical qHTS; response scale: 100% = 6.5 mM cAMP response; Rap guanine nucleotide exchange factor 4 (Homo sapiens), Q8WZA2; Potency, µM (titrated, usually from 154 µM), without a hit: top-dose activation, most hits filed as activators; further: potency means the concentration at half of the fitted maximal effect; nearly all actives have a fitted effect of over 50% in size
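Each well held 100 nM EPAC2, 250 nM RAP1B-BODIPY-GDP and 50 uM GDP. Fluorescence, read at 5-min intervals to 30 min, was referenced to a 6.5 mM cAMP positive control.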
* hit, by the source's call; i = inactive; ? = inconclusive; · = not tested or not shown; [ ] = another dose, or the depositor's remark. Unless noted, the call rests on the fitted dose curve; in most records, active means well fitted curve in the direction sought with a large enough effect; inconclusive means small, poorly fitted or top-dose-only effect, or another doubt; inactive means no such curve, though single readings can be large; an effect the other way counts as inactive or inconclusive. Only part of the results is shown; count on the stated rates, not on these rows.

no.	mol	PTHR1 agonist	DRD3 agonist	Akt phos inh	D3 antag
1	Nc1ccc(CC(N)c2csc(Nc3cc(Oc4ccccc4)ncn3)n2)cc1 (stereo not drawn)	-4%	0	i	29
2	CC(=O)OC[C@H]1O[C@@H](n2ccc(=O)[nH]c2=S)C(OC(C)=O)C1OC(C)=O (stereo partly drawn)	-13%[57.5 µM]	-2	i	24
3	CC(=O)c1ccc(NCC2COc3ccccc3O2)c([N+](=O)[O-])c1 (stereo not drawn)	i	-7	i	-6
4	Cc1ccc(CNC(=O)CCc2ccccc2)cc1	-22%	-19	i	-18
5	O=C(CSc1nnc(-c2cccs2)n1Cc1ccco1)c1ccc2c(c1)OCO2	-9%[57.5 µM]	4	i	1
6	COc1ccc(S(=O)(=O)Cc2ccc(C(=O)N3CCCC3)o2)cc1	-38%[inhibitor]	4	i	10
7	COc1ccccc1C(=O)N/C(=C\c1cn(S(=O)(=O)N(C)C)c2ccccc12)C(=O)N1CCCCC1	-9%	-1	i	-9
8	CCCCCCC(=O)Nc1cc2c(C)cc(=O)oc2cc1C	-5%[57.5 µM]	0	i	-15
9	O=c1[nH]c2c(Br)cnc([N+](=O)[O-])c2[nH]1	i	14	i	6
10	COCCCNC(=O)C[C@@H]1C[C@@]2(C(=O)OC)CC(C)(C)CC=C2N(Cc2ccco2)C1=O	-12%	0	i	7

no.	CCT chaperon mod	EPAC2 antagonist	Mm-Cpn inhibitor	EPAC2 ag
1	-0.8	5%	·	3%
2	0.3	-4%	1%	-4%
3	1.0	-16%	1%	15%
4	-0.7	5%	1%	6%
5	-4.1	-2%	-17%	0%
6	-4.4	11%	-1%	5%
7	-2.4	-6%	-1%	-6%
8	-1.3	-6%	-2%	-6%
9	-2.6	3%	3%	7%
10	·	-22%	·	-2%

Later entries
no.	mol	PTHR1 agonist	DRD3 agonist	Akt phos inh	D3 antag
11	CCOC(=O)c1sc(=S)n(-c2ccccc2)c1N	0%[57.5 µM]	4	i	20
12	COc1cccc(CNC(=O)C2CCN(C(=O)N3CC(C)Oc4ccccc43)CC2)c1 (stereo not drawn)	i	4	i	18
13	COc1ccc(S(=O)(=O)CCC(=O)O)cc1	i	4	i	17
14	O=C(CSc1ccc(C(F)(F)F)cc1[N+](=O)[O-])N1CCOCC1	?	-7	i	-5
15	COc1ccc(-c2noc(CCCC(=O)NCc3ccco3)n2)cc1OC	i	4	i	10
16	COc1ccccc1CNC(=O)CN1c2cccc3cccc(c23)S1(=O)=O	-3%	-8	i	3
17	COc1cc(OC)c(NC(=O)CCNC(=O)Cn2cnc3ccccc3c2=O)cc1Cl	i	-3	i	-19
18	Cn1nc(C(=O)N2CCc3ccccc32)c2ccccc2c1=O	i	-2	i	10
19	CC(C)COC(=O)N(C)C[C@@H]1OCc2cn(nn2)CCCC(=O)N([C@@H](C)CO)C[C@H]1C	-5%	-3	i	0
20	CC(C)C(NC(=O)c1ccc([N+](=O)[O-])cc1Cl)C(=O)N1CCCC1 (stereo not drawn)	-6%	0	i	11

no.	CCT chaperon mod	EPAC2 antagonist	Mm-Cpn inhibitor	EPAC2 ag
11	1.0	-2%	1%	-9%
12	2.0	-5%	-2%	9%
13	-0.8	7%	-1%	-4%
14	-1.4	-1%	-2%	12%
15	-0.2	9%	-1%	-1%
16	-1.5	-4%	-13%	11%
17	0.9	0%	1%	5%
18	-0.1	-17%	1%	9%
19	-0.8	10%	·	5%
20	-2.2	1%	0%	9%

Four entries picked at random from those above, as already listed:
no.	mol	PTHR1 agonist	DRD3 agonist	Akt phos inh	D3 antag
15	COc1ccc(-c2noc(CCCC(=O)NCc3ccco3)n2)cc1OC	i	4	i	10
12	COc1cccc(CNC(=O)C2CCN(C(=O)N3CC(C)Oc4ccccc43)CC2)c1 (stereo not drawn)	i	4	i	18
18	Cn1nc(C(=O)N2CCc3ccccc32)c2ccccc2c1=O	i	-2	i	10
14	O=C(CSc1ccc(C(F)(F)F)cc1[N+](=O)[O-])N1CCOCC1	?	-7	i	-5

no.	CCT chaperon mod	EPAC2 antagonist	Mm-Cpn inhibitor	EPAC2 ag
15	-0.2	9%	-1%	-1%
12	2.0	-5%	-2%	9%
18	-0.1	-17%	1%	9%
14	-1.4	-1%	-2%	12%

The listing continues:
no.	mol	PTHR1 agonist	DRD3 agonist	Akt phos inh	D3 antag
21	O=C(NC1CCCc2ccccc21)C1CCN(S(=O)(=O)c2cccc(C(F)(F)F)c2)CC1 (stereo not drawn)	i	-11	i	-5
22	OCCOCCn1c(C(CO)Nc2nc(-c3ccc(Cl)cc3)cs2)nc2ccccc21 (stereo not drawn)	i	-9	i	-7
23	COc1ccccc1OCC(=O)N1CCCCCCC1	i	3	i	9
24	Cc1cc(NC(=O)COc2ccc(Cl)cc2Cl)n(CCC#N)n1	-9%[57.5 µM]	-6	i	18
25	O=C(O)C1=C[C@H](c2cccs2)C[C@H](OCCCCO)O1	?	-9	i	-1
26	Cn1nccc1C(=O)N(CCN1CCCCC1)CC1CCCN(C2CCCC2)C1 (stereo not drawn)	i	-3	i	1
27	C#CCOCCOCCOCCNc1nc(N2CCOCC2)nc(N2CCN(C(=O)[C@H]([C@@H](C)CC)n3cc([C@@H](N)CC(C)C)nn3)CC2)n1	-6%	-46	i	-13
28	CCC(=O)c1ccc(OCC(=O)OCc2csc(CC(=O)Nc3ccccc3C)n2)cc1	-13%	-1	i	-9
29	CC(C)N1CCN(Cc2cccs2)CC1CCO (stereo not drawn)	i	-2	i	-15
30	COc1ccc([N+](=O)[O-])cc1NC(=O)C(C)OC(=O)C1c2ccccc2Oc2ccccc21 (stereo not drawn)	-30%	1	i	0

no.	CCT chaperon mod	EPAC2 antagonist	Mm-Cpn inhibitor	EPAC2 ag
21	1.2	-1%	3%	11%
22	-0.4	8%	·	14%
23	-3.9	2%	-12%	1%
24	0.5	2%	2%	4%
25	-2.5	-24%	0%	2%
26	0.1	-2%	-1%	1%
27	-4.5	-4%	·	13%
28	-1.9	18%	·	6%
29	0.6	6%	3%	3%
30	-0.5	-11%	0%	9%

(next part)
no.	mol	PTHR1 agonist	DRD3 agonist	Akt phos inh	D3 antag
31	COc1ccc(CN2CCCCC2c2cccnc2)c(OC)c1C (stereo not drawn)	-8%[57.5 µM]	-6	i	-14
32	COc1cccc(CNc2ccc([N+](=O)[O-])cc2Cl)c1O	-41%[inhibitor]	2	i	8
33	CCN1C(=O)NC2C1N(S(C)(=O)=O)CCN2S(C)(=O)=O (stereo not drawn)	i	0	i	12
34	Cc1ccc(N2CC(c3nc4ccccc4[nH]3)CC2=O)c(C)c1 (stereo not drawn)	-41%	1	i	7
35	CN(CC(=O)Nc1ccc(Cl)c(S(=O)(=O)N2CCOCC2)c1)C(=O)c1ccc(C#N)cc1	-70%[inhibitor]	3	i	14
36	O=C1NC2(CCCCC2)C(=O)N1CCS(=O)(=O)Oc1ccccc1	-1%	-11	i	6
37	CCCCNC(=O)CS(=O)Cc1nc(-c2ccc(C)cc2)oc1C (stereo not drawn)	i	2	i	-7
38	COC(=O)C1CCN(C(=O)c2ccc(Cl)c(S(=O)(=O)NCc3ccco3)c2)CC1	0%	-14	i	28
39	O=S(=O)(Nc1cccc2ccccc12)c1cccs1	-56%[inhibitor]	6	i	2
40	Cc1nc(-c2ccccc2)nc2[nH]c(C(C)C)cc(=O)c12	-4%	-3	i	9

no.	CCT chaperon mod	EPAC2 antagonist	Mm-Cpn inhibitor	EPAC2 ag
31	-3.8	-4%	-1%	2%
32	1.5	?	5%	16%
33	2.6	17%	-1%	2%
34	0.4	1%	0%	-4%
35	0.3	-5%	2%	11%
36	2.0	5%	-2%	8%
37	0.1	-2%	1%	9%
38	0.3	11%	-4%	7%
39	-4.0	-26%	-2%	3%
40	-3.1	-2%	1%	-2%

In the list so far, 2 contain a cyano group.
no.	mol	PTHR1 agonist	DRD3 agonist	Akt phos inh	D3 antag
24	Cc1cc(NC(=O)COc2ccc(Cl)cc2Cl)n(CCC#N)n1	-9%[57.5 µM]	-6	i	18
35	CN(CC(=O)Nc1ccc(Cl)c(S(=O)(=O)N2CCOCC2)c1)C(=O)c1ccc(C#N)cc1	-70%[inhibitor]	3	i	14

no.	CCT chaperon mod	EPAC2 antagonist	Mm-Cpn inhibitor	EPAC2 ag
24	0.5	2%	2%	4%
35	0.3	-5%	2%	11%

The results go on.
no.	mol	PTHR1 agonist	DRD3 agonist	Akt phos inh	D3 antag
41	CCCCn1c(N)c(N(C)C(=O)C2CC(=O)N(Cc3ccco3)C2)c(=O)[nH]c1=O (stereo not drawn)	0%	-1	i	21
42	COC(=O)[C@H](CCSC)NC(=O)Nc1ccc(OC)c(Cl)c1	-32%[inhibitor][57.5 µM]	5	i	-17
43	COc1cccc(CNC(=O)CN(C)S(=O)(=O)c2cnc[nH]2)c1	?	-8	i	-5
44	CC(C)(C)C(=O)N1CCC2CC1c1cc(Cl)ccc12 (stereo not drawn)	i	2	i	0

no.	CCT chaperon mod	EPAC2 antagonist	Mm-Cpn inhibitor	EPAC2 ag
41	3.1	-2%	-1%	-2%
42	-3.5	2%[57.1 µM]	1%	19%
43	-17	18%	-1%	2%
44	-0.4	-22%	·	5%
